Assay outcomes: PubChem, Sanford-Burnham Center for Chemical Genomics
ER stress death: ER stress cell death inhibition | CSM14.1 thapsigargin ER stress survival, ATP luminescence | relative survival (cellular ATP), % at 15 µg/mL (by protocol) | 0.33% of 48,000 active | AID 1010;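 active means survival measured by cellular ATP above 50% at 15 µg/ml in the first screen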;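 further: cell death triggered by about 15 µM thapsigargin; ATP read 24 h after thapsigargin was added; plate controls were thapsigargin with DMSO for no effect and DMSO without thapsigargin for full effect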
The depositor's hits bear a star.

SMILES | ER stress death
CC(=O)C1=C(O)C(=O)N(CCN(C)C)C1c1ccccc1[N+](=O)[O-] (stereo unspecified) | 13
O=C(Nc1ccccc1-c1ccccc1)c1ccc([N+](=O)[O-])cc1 | 2
CCOC(=O)C1=C(CC)NC2=C(C(=O)CCC2)C1c1ccc(Cl)c(Cl)c1 (stereo unspecified) | 12
N#C/C(=C(/O)c1ccco1)c1nc2ccccc2[nH]1 | 0
COc1ccc(N(CC(=O)Nc2ccc(C)c(C)c2)S(C)(=O)=O)cc1 | -1
O=S(=O)([O-])CCC[n+]1cnc2ncc3c(n21)/C(=C/c1ccccc1)CCC3 | 9
O=C(O)c1ccccc1-c1ccccc1C(=O)N(Cc1ccccc1)c1ccccc1 | 6
CCNC(=O)CC1S/C(=N\N=C(C)C)NC1=O (stereo unspecified) | -2
CC1=C(C(=O)Nc2ccc(Br)cc2)C(c2ccc([N+](=O)[O-])cc2)NC(=S)N1 (stereo unspecified) | 0
COc1ccc(OC)c(/C=C2\SC(=S)N(c3ccccc3C)C2=O)c1 | 1
COc1ccc(-c2cc(=O)oc3cc(OC(C)=O)ccc23)cc1 | -2
COC(=O)Cn1c(=N)n(Cc2ccccc2Cl)c2ccccc21 | -6
CCCN(CCC)CCCNC(=O)/C=N\O | 5
Cc1ccc(OCc2nnc(NC(=O)C3CCCCC3)s2)cc1 | 4
O=S1(=O)CCC(NC(=S)N/N=C/c2ccc(Cl)c(Cl)c2)C1 (stereo unspecified) | 11
COC(=O)C(C)CNCc1ccccc1 (stereo unspecified) | -5
O=C(c1ccccc1I)N1CCN(c2ccc(F)cc2)CC1 | 5
CC(C)CC(=O)N1CCN(Cc2ccccn2)CC1 | 7
O=[N+]([O-])c1ccc(N/C(=N/S(=O)(=O)c2ccccc2)c2ccccc2)cc1 | 4
O=C(O)c1ccc(/C=N/N2CCN(Cc3cccc4ccccc34)CC2)cc1 | -4
C#CCSc1nc2sc(C)c(C)c2c(=O)n1CC=C | -2
CCCCCCOc1ccc(N2C(=O)CC(N3CCN(Cc4ccccc4)CC3)C2=O)cc1 (stereo unspecified) | 8
COc1ccc(NC(=O)c2cnn3c2NC(c2cccs2)CC3C(F)(F)F)cc1OC (stereo unspecified) | 0
CC(=O)NC(NC(=S)N1CCCCCC1)C(Cl)(Cl)Cl (stereo unspecified) | 9
COc1ccc([N+](=O)[O-])cc1NC(=O)c1ccc(N(C)C)cc1 | 1
CCOC(=O)/C(=C(/C)NCc1ccccc1)c1c(O)cc(Br)c(O)c1Br | -1
CC(=O)c1c(-c2ccccc2)[nH]n(-c2nc3ccccc3s2)c1=O | 2
Cc1cc(Nc2cccc(O)c2)n2ncnc2n1 | 4
COc1ccc(C(=O)Oc2ccc(/C=c3/sc4nc5ccccc5n4c3=O)cc2)cc1 | -4
COC(=O)c1ccc(NC(=O)c2cccc([N+](=O)[O-])c2C)cc1 | 4
Nc1ncnc(Nc2ccc3ccccc3c2)c1[N+](=O)[O-] | 1
Cc1cccc(NC(=O)C2CN(S(=O)(=O)c3ccccc3)CCN2S(=O)(=O)c2ccccc2)c1 (stereo unspecified) | 6
CCOC(=O)C(=CNc1ccccc1OCC)C(=O)OCC | 0
O=C(NCCNC(=O)c1cccs1)c1cccs1 | 4
CCC1CCc2c(sc(NC(=O)c3cccnc3)c2C(N)=O)C1 (stereo unspecified) | -1
CN(C)c1ccc(/C=N/N2C(=O)c3cccc4cccc(c34)C2=O)cc1 | 18
CC(C)=CCC/C(C)=C/CC(C)(C)C1OCCO1 | 1
CCOc1ccccc1NC(=O)c1cc(C(=O)OC)cc([N+](=O)[O-])c1 | 6
CC(=O)Nc1ccc(-c2nc3ccc(-c4ccc5nc(-c6ccc(NC(C)=O)cc6)oc(=O)c5c4)cc3c(=O)o2)cc1 | -4
O=C1/C(=C/c2ccc(F)cc2)SC(=S)N1c1ccc(F)cc1 | -1

3 entries from above, field by field.
SMILES: CN(C)c1ccc(/C=N/N2C(=O)c3cccc4cccc(c34)C2=O)cc1
  ER stress death = 18
SMILES: O=C1/C(=C/c2ccc(F)cc2)SC(=S)N1c1ccc(F)cc1
  ER stress death = -1
SMILES: Cc1cccc(NC(=O)C2CN(S(=O)(=O)c3ccccc3)CCN2S(=O)(=O)c2ccccc2)c1 (stereo unspecified)
  ER stress death = 6

Next results.
SMILES | ER stress death
CCc1ccc(N2CC(C(=O)Nc3ccc(Cl)cc3Cl)CC2=O)cc1 (stereo unspecified) | 10
NNC(=O)c1ccc(OCc2ccc(Cl)cc2)cc1 | 6
COCCOC(=O)c1c(C)oc2ccc(OCc3ccc([N+](=O)[O-])cc3)cc12 | 0
CCOC(=O)c1ccccc1NC(=O)Cc1ccccc1[N+](=O)[O-] | -1
O=C(NC(NC(=S)Nc1cccc2ccccc12)C(Cl)(Cl)Cl)c1ccccc1F (stereo unspecified) | -1
CC(=O)N1CCN(CC(C)(C)NS(=O)(=O)c2ccc(Cl)cc2)CC1 | 2
Cc1ccc(C=Nc2ccccc2C(N)=O)cc1 | 2
Cc1nc2ccccc2c(=O)n1/N=C/c1ccccc1F | 6
CCOC(=O)NC12CC3CC(C1)CC(C(F)(F)F)(C3)C2 | 8
Cc1ccc2nc(Nc3nc(O)c(Cc4ccccc4)c(=O)[nH]3)nc(C)c2c1 | 5
C=COCCn1c(-c2nonc2N)nc2ccccc21 | -2
Cc1ccc(C)c(S(=O)(=O)Nc2ccccc2)c1 | -7
Cc1ccc(S(=O)(=O)Oc2ccc(/C=C3\SC(=S)NC3=O)cc2)cc1 | 2
COc1cccc(OCCn2cc(C=C3C(=O)NC(=O)NC3=O)c3ccccc32)c1 | 7
CN(CCOC(=O)c1cc(Br)ccc1Cl)C(C)(C)C | 0
COc1ccc(Cl)cc1C(=O)NCc1ccc2c(c1)OCO2 | -1
Cc1c(Cl)cccc1-n1ncnc1-c1cccc(Br)c1 | 12
O=C(c1ccc(Cl)c(Cl)c1)N1CCN(c2cccc(Cl)c2)CC1 | 13
O=C(O)c1ccccc1SC1CC(=O)N(c2ccc(F)cc2)C1=O (stereo unspecified) | -3
O=C1C=C(C(F)(F)C(F)(F)F)Nc2ccccc2N1 | 12
C=CCNC(=O)c1ccc(CN(c2cccc(Cl)c2)S(C)(=O)=O)cc1 | 10
Fc1ccccc1C=NN1CCN(c2ccccn2)CC1 | 8
Cc1ccc(NC(=O)CN(c2ccc(Oc3ccccc3)cc2)S(C)(=O)=O)cc1 | 1
CN1C(=O)/C(=N/OC(=O)c2ccc(Br)cc2)c2ccccc21 | 3
CCOc1ccc(C(=O)Nc2ccc3oc(-c4ccccc4F)nc3c2)cc1 | 5
O=C(Nc1c(C(=O)N2CCOCC2)cnn1-c1ccccc1)c1cccc(F)c1 | 3
Fc1ccc(Nc2nc(-c3ccc(F)cc3)cs2)cc1 | 3
O=C(CCc1ccccc1)N/N=C/c1ccc(F)cc1 | 5
CCOC(=O)c1ccc(NC(=O)CN(c2ccccc2CC)S(C)(=O)=O)cc1 | 8
CCOC(=O)c1c(NC(=O)C(C)Oc2ccc(OC)cc2)sc2c1CCC2 (stereo unspecified) | 2
O=[N+]([O-])c1ccc(/C=N/NS(=O)(=O)c2ccc(Cl)cc2)s1 | 5
COc1ccc(Cl)cc1NC(=O)NS(=O)(=O)c1ccc(C)cc1 | 1
O=C(Oc1ccc(/C=N/NS(=O)(=O)c2ccc(Cl)cc2)cc1)c1ccco1 | 4
Cc1ccc(C(=O)Nc2nc(-c3cccc4ccccc34)cs2)o1 | 32
CCOc1ccc(N(C)S(=O)(=O)c2ccc(Cl)cc2)cc1 | 4
CC1=C(C(=O)OCc2ccccc2)C(c2ccc(C)s2)NC(=O)N1 (stereo unspecified) | -1
O=C(Nc1ccc(O)cc1)c1cccc(Oc2ccc([N+](=O)[O-])cc2)c1 | 0
COc1cccc(-n2c(C=C3C(=O)Nc4ccc(C)cc43)nc3ccccc3c2=O)c1 | 6
Cc1c(NC(NC(=O)COc2ccccc2)C(Cl)(Cl)Cl)c(=O)n(-c2ccccc2)n1C (stereo unspecified) | 3
CNC(=O)c1ccc(CN2CCC(Cc3ccccc3)CC2)cc1 | -9
O=C(CSc1ncn[nH]1)Nc1cccc(C(=O)O)c1 | -5
O=C1NC(=S)S/C1=C/c1ccc(OCc2ccc(F)cc2)c(Br)c1 | -1
O=C(N/N=C\c1ccccc1C(F)(F)F)c1ccc(=O)[nH]n1 | 8
O=C1CSC2(C(=O)Nc3ccccc32)N1c1ccc(Cl)c(Cl)c1 (stereo unspecified) | -3
Cc1cccc(/C(N)=N/OC(=O)c2ccc(C)c([N+](=O)[O-])c2)c1 | -6
Cc1cc(OCC(=O)Nc2cccc(Cl)c2)cc(C)c1Cl | 2
CC(=O)Oc1ccc(C(=O)N2c3ccccc3Sc3ccccc32)cc1 | 4
CC(=O)NS(=O)(=O)c1ccc(NC(=O)CCC2CCCC2)cc1 | 8
Cc1ccc(CNC(=O)C(=O)NCC(C)C)cc1 | 0
O=C1C2C(c3ccc([N+](=O)[O-])cc3)OC3(C(=O)c4ccccc4C3=O)C2C(=O)N1c1ccc(Cl)cc1 (stereo unspecified) | 12

Following part:
SMILES | ER stress death
O=C1/C(=C\c2ccc(-c3ccc([N+](=O)[O-])cc3)o2)SC(=S)N1c1ccc(O)cc1 | -2
CCCCOc1cccc(C(=O)NCCNc2ccc([N+](=O)[O-])cc2)c1 | 2
Cc1cccc(N2C(=O)/C(=C/c3ccc(O)c(Cl)c3)C(=O)NC2=S)c1C | 0
COc1cc(/C=C2/C(=O)NN(c3cccc(Cl)c3)C2=O)c([N+](=O)[O-])cc1OC | 13
O=C(CCN1C(=O)c2ccccc2C1=O)Nc1ccccc1C(=O)N1CCCC1 | 12
CC(=O)OCCCn1c(=O)c2cc3c(=O)n(CCCOC(C)=O)c(=O)c3cc2c1=O | 2
COc1ccc(/C=N/n2cnnc2SCc2ccccc2)cc1 | 10
CCOC(=O)C1=C(O)/C(=C/c2cccc([N+](=O)[O-])c2)SC1=Nc1cccc2ccccc12 | 12
O=S(=O)(NCCNS(=O)(=O)c1ccccc1)c1ccccc1 | 1
COc1ccc(OC)c(C2/C(=C(\O)c3ccccc3)C(=O)C(=O)N2c2cccnc2)c1 (stereo unspecified) | -4

In another format: 4 of the compounds above
COc1ccc(/C=N/n2cnnc2SCc2ccccc2)cc1
- ER stress death: 10

CCOC(=O)C1=C(O)/C(=C/c2cccc([N+](=O)[O-])c2)SC1=Nc1cccc2ccccc12
- ER stress death: 12

O=S(=O)(NCCNS(=O)(=O)c1ccccc1)c1ccccc1
- ER stress death: 1

COc1ccc(OC)c(C2/C(=C(\O)c3ccccc3)C(=O)C(=O)N2c2cccnc2)c1 (stereo unspecified)
- ER stress death: -4

New compounds follow.
SMILES | ER stress death
COc1cc(/C=C2/SC(=S)N(CCC(=O)Nc3ccc(C(=O)O)cc3)C2=O)cc(OC)c1OC | 6
O=C1CC(Sc2ncn[nH]2)C(=O)N1c1ccc(I)cc1 (stereo unspecified) | -5
OC(COc1ccccc1)CN1CCCCCC1 (stereo unspecified) | -8
CCOc1cc(/C=N/N=C2\NC(=O)C(CC(=O)O)S2)ccc1O (stereo unspecified) | -3
COc1ccc(C2=Cc3cc(OC)c(OC)cc3S(=O)(=O)O2)cc1OC | 9
CCOC(=O)COc1ccc(/C=C2\C(=O)NC(=O)N(c3ccc(C)cc3)C2=O)cc1OC | 2
CCc1ccc(C2NC(=O)c3c(sc4c3CCCC4)N2)cc1 (stereo unspecified) | 2
O=S(=O)(NCc1ccc2c(c1)OCO2)c1ccc(Br)cc1Br | 8
COc1ccc(CNC(=O)CN(c2ccc(C)cc2)S(=O)(=O)c2ccc(F)cc2)cc1 | -2
COc1cc2c(cc1OC)C(NNC(N)=O)=NC(C)(C)C2 | 9

Part of the list above in order of length of the SMILES, ascending.
SMILES | ER stress death
O=C(CCc1ccccc1)N/N=C/c1ccc(F)cc1 | 5
COc1ccc(-c2cc(=O)oc3cc(OC(C)=O)ccc23)cc1 | -2
COc1ccc(Cl)cc1NC(=O)NS(=O)(=O)c1ccc(C)cc1 | 1

(next part)
SMILES | ER stress death
O=P(Cc1cccc[n+]1[O-])(c1ccccc1)c1ccccc1 | 16
N[n+]1cnn(CC(=O)c2ccccc2Br)c1 | 21
Cc1ccc(SCCc2nnc(N)s2)cc1 | 7
COC(=O)c1sccc1NC(=O)c1ccc(Cl)cc1Cl | 0
CN(C)CCOC(=O)CN1C(=O)S/C(=C/c2ccc(Br)cc2)C1=O | 1
NC(=O)c1cccc(N=Cc2ccc(C=Nc3cccc(C(N)=O)c3)cc2)c1 | -1
COc1ccccc1C(=O)Nc1c(F)c(F)c(F)c(F)c1F | 8
Cc1c(NC(=S)NCCc2ccccc2)c(=O)n(-c2ccccc2)n1C | -6
O=C1CCCC(O)=C1C=NCc1cccnc1 | 9
Cc1ccc(S(=O)(=O)N(c2ccccc2)C2C=CS(=O)(=O)C2)cc1 (stereo unspecified) | 6
CC(=O)CCc1oc2ccc([N+](=O)[O-])cc2c1-c1ccc(C)o1 | -9
COc1ccc(OC)c(NC(=O)c2cccc(Cl)c2Cl)c1 | 3
Cc1cc2c(cc1C)NC(c1ccc([N+](=O)[O-])o1)C1=C(CC(C)(C)CC1=O)N2 (stereo unspecified) | 4
Cc1onc(-c2ccccc2Cl)c1C(=O)N1CCCCCC1 | -3
O=C(Cc1cccc2ccccc12)N/N=C/c1cccc(Br)c1 | 8
O=C(CN(c1cccc(Cl)c1)S(=O)(=O)c1ccccc1)Nc1ccc2ccccc2c1 | 2
CSc1cccc(NCc2ccc([N+](=O)[O-])cc2)c1 | -1
CCc1cccc(NC(=O)Cc2ccccc2)c1 | 0
CC(C)OC(=O)C1C(=O)CC(C)(O)C(C(=O)OC(C)C)C1c1cccnc1 (stereo unspecified) | 5
COc1ccc(N2C(=O)C=CC2=O)c([N+](=O)[O-])c1 | -13
COc1cccc(OCCOc2ccccc2)c1 | -1
CC(=O)c1c(O)c(C(C)(C)C)cc(C(C)(C)C)c1O | 6
CCOC(=O)CCC(=O)Nc1cc(-c2ccc(F)cc2)[nH]n1 | 7

A portion of the library; the hit share may differ from the screen's.
